DRD3 agonist – activates the human D3 dopamine receptor; P35462; D3R DiscoveRx beta-arrestin cells, luminescence, 90 min; max activation, %; 410,000 tested, 0.58% active; AID 652048; in the data active means max activation above about 30%; further: 0% is about no effect; mostly tested at two doses, the higher about 12 µM
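Agonist mode: compounds and dopamine controls were applied to plated cells for 90 min at 37 degrees C after an overnight attachment at 1500 cells/well. Luminescent read-out followed 30 - 60 minutes at room temperature with DiscoveRx detection reagent.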
GLP-1R inv ag – GLP-1 receptor (human) inverse agonism. HEK293 GLP-1R CRE-luciferase, luminescence, 24 h; GLP-1R form is constitutively active. Potency, µM (titrated, usually from 38.3 µM), for inactives: at the top dose activity change, negative = inhibition, usual class: inhibitors. 410,000 tested, 1.6% active. AID 624417; further: potency means the concentration at half of the fitted maximal effect; on the % scale 0 is the no-effect control and ±100 the full control effect; nearly all actives have a fitted effect of over 55% in size
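qHTS in 1536-well format: reporter HEK293 cells expressing constitutive GLP-1R activity in DMEM + 10% Nu serum, 24 hr with compounds at 37 deg C, luminescence read after 12 min with detection reagent.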
PI5P4K alpha inh – blocks human PI5P4K alpha kinase activity; PI5P4Kalpha enzyme, ADP-Glo luminescence, 60 min; stronger effect = lower value; 330,000 tested, 1.2% active; P48426; max response, %; active means max response of -50% or lower; inconclusive means between -30% and -50%; inactive means -30% or higher; further: value at the top dose of about 77 µM; on the % scale 0 is the no-effect control and ±100 the full control effect
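Luminescence from ADP-Glo served as readout of PI5P4Kalpha activity in a qHTS format. Reaction: enzyme, substrate, compound, ATP at 5 microM final, 60 min at RT.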
GLP1R cytotox – cytotoxicity counter-screen for GLP-1 receptor inverse agonists; Potency, µM (doses to about 38.3 µM), for inactives: at the top dose activity change, negative = inhibition, hits mostly inhibitors; HEK293 cAMP-luciferase reporter cells, luminescence, 24 h; 410,000 tested, 0.13% active;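 further: loss of luciferase light is scored as toxicity; potency means the concentration at half of the fitted maximal effect; on the % scale 0 is the no-effect control and ±100 the full control effect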
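Cells in DMEM/10% Nu serum/1% pen-strep, 1536-well format. Pre-incubated 12 h, dosed with 23 nL compound, incubated a further 24 h. Luciferase detection, 12 min at room temp, luminescence.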
DRD3 antagonist – D3 dopamine receptor (human) antagonism. P35462. D3R cells, DiscoveRx beta-arrestin luminescence, antagonist mode; stronger effect = lower value. max response, negative = inhibition, %. 360,000 tested, 2.5% active. AID 652054; in the data active means max response below about -50%; inconclusive means no clear call, values can overlap the other calls; further: on the % scale 0 is the no-effect control and ±100 the full control effect; mostly tested at two doses, the higher about 12 µM
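Cells expressing the human receptor were seeded at 1500 cells/well, incubated overnight at 37 degrees C in 5% CO2, then exposed to library compounds with dopamine controls for 90 minutes at 37 degrees C before luminescent detection.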
IL2 activator – IL-2 activation; IL-2 activation reporter assay, cell-based qHTS; stimulated with anti-CD3/CD4/CD28 beads; in transgenic mouse T cells; 360,000 tested, 0.065% active; AID 652025; activation, % (series mostly up to about 46 µM); in the data active means activation above about 50%; inconclusive means mostly about 30% to 49%; further: 0% is about no effect
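Readout is EGFP and DsRed signal by fluorescent plate cytometry after 18 h at 37 degrees C. Transgenic mouse T cells (750/well) received compound for 60 min before bead stimulation (anti-CD3, anti-CD4, anti-CD28); memory T cells served as non-tolerant control.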
GLP-1R agonist – agonists of human GLP-1 receptor; AID 624172; HEK293 GLP-1R CRE-luciferase, luminescence, 4-6 h; cells express a hypersensitive GLP-1R form; P43220; Potency, µM (series often up to 45.6 µM), inactives show top-dose activation, actives largely listed as activators; 380,000 tested, 0.007% active; further: potency means the concentration at half of the fitted maximal effect; % of control where 0% means no effect
WRN inhibitor – inhibitors of human WRN helicase | Q14191 | WRN helicase unwinding, fluorescent forked duplex, kinetic | Potency, µM (titrated, usually from 114 µM), without a hit: at the highest dose activity change, negative = inhibition, hits mostly inhibitors | 360,000 tested, 0.46% active | AID 651768; further: potency means the concentration at half of the fitted maximal effect; on the % scale 0 is the no-effect control and ±100 the full control effect; nearly all actives have a fitted effect of over 55% in size
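WRN at 20 nM final preincubated with compound 15 min at room temperature; reaction started with 100 nM fluorophore/quencher forked duplex oligonucleotide and 2 mM ATP final. Unwinding followed kinetically by red fluorescence (ex 525, em 598 nm).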
PLK1 PBD inh – inhibitors of human PLK1 polo-box domain binding. P53350. Plk1 PBD binding of FITC phosphopeptide, fluorescence polarization. Potency, µM, for the others: max response, negative = inhibition, hits mostly inhibitors. 360,000 tested, 2.8% active. AID 720504; further: potency means the concentration at half of the fitted maximal effect; series mostly up to about 57 µM; on the % scale 0 is the no-effect control and ±100 the full control effect; nearly all actives have a fitted effect of over 65% in size
* marks the source's active call; other numbers are inactive results; & = joins results of further samples; [ ] = dose if it differs, or a comment. Unless noted, the call rests on the fitted dose curve; in most records, active means well fitted curve in the direction sought with a large enough effect; inconclusive means small, poorly fitted or top-dose-only effect, or another doubt; inactive means no such curve, though single readings can be large; an effect the other way counts as inactive or inconclusive. The order is random (roughly 7.8% active in at least one column).

What do the screens show for `COc1ccc(C(=O)NCCCNC(=O)c2cnccn2)cc1`?
DRD3 agonist: 1; GLP-1R inv ag: -2%; PI5P4K alpha inh: 4; GLP1R cytotox: -8%; DRD3 antagonist: 11; IL2 activator: -0.2; GLP-1R agonist: 10%; WRN inhibitor: 4%; PLK1 PBD inh: 0%

What do the screens show for `Cc1cc(C)cc(Cn2c3ccc(NC(=O)NCc4ccccc4)cc3c(=O)n2C)c1`?
DRD3 agonist: 3; GLP-1R inv ag: -12%; PI5P4K alpha inh: 2; GLP1R cytotox: 0%; DRD3 antagonist: 1; IL2 activator: -0.6; GLP-1R agonist: 0%; WRN inhibitor: 3%; PLK1 PBD inh: -21%

How did O=C(c1ccc(Cl)cc1)N1CCCCC(Sc2nnc(-c3ccc4c(c3)OCO4)o2)C1=O (stereo not drawn) do in these assays?
DRD3 agonist: 1; GLP-1R inv ag: -12%; GLP1R cytotox: 8%; DRD3 antagonist: 25; IL2 activator: -1.9; GLP-1R agonist: -10%; WRN inhibitor: 3%; PLK1 PBD inh: -5%

Results for O=C(Nc1cccc2cccnc12)C1CCCC1 ?
DRD3 agonist: 10; GLP-1R inv ag: -17%; PI5P4K alpha inh: 2; GLP1R cytotox: 3%; DRD3 antagonist: -5; IL2 activator: -4.5; GLP-1R agonist: 11%; WRN inhibitor: 5%; PLK1 PBD inh: -1%

What do the screens show for `Cc1ccccc1-c1csc(C(C)(O)c2ccccc2)n1` (stereo not drawn)?
DRD3 agonist: 2; GLP-1R inv ag: inconclusive; PI5P4K alpha inh: 7; GLP1R cytotox: 1%; DRD3 antagonist: 0; IL2 activator: 0.2; GLP-1R agonist: -5%; WRN inhibitor: -10%; PLK1 PBD inh: -1%

Results for O=C(Nc1cc2nn(-c3ccccc3)nc2cc1Cl)c1ccco1 ?
DRD3 agonist: 4; GLP-1R inv ag: 17%; PI5P4K alpha inh: -6; GLP1R cytotox: 6%; DRD3 antagonist: 22; IL2 activator: 0.7; GLP-1R agonist: 6%; WRN inhibitor: -3%; PLK1 PBD inh: -5%

What do the screens show for `COCCN1CN=C(NS(=O)(=O)c2ccc(C)cc2)NC1`?
DRD3 agonist: -1&-5; GLP-1R inv ag: 1%&4%; PI5P4K alpha inh: -1; GLP1R cytotox: 3%&-13%; DRD3 antagonist: 18; IL2 activator: -0.9; GLP-1R agonist: -2%&-2%; WRN inhibitor: 3%; PLK1 PBD inh: 0%

Results for COc1cc(CN2CCC(Cc3ccccc3)CC2)cc([N+](=O)[O-])c1O ?
DRD3 agonist: -7; GLP-1R inv ag: 12%; PI5P4K alpha inh: 4; GLP1R cytotox: -7%; DRD3 antagonist: -12; IL2 activator: 0.9; GLP-1R agonist: -3%; WRN inhibitor: -5%; PLK1 PBD inh: 1%

What do the screens show for `CC1=CC(=O)C=C(C)C1=NOC(=O)c1cccc([N+](=O)[O-])c1`?
DRD3 agonist: 8; GLP-1R inv ag: -6%; PI5P4K alpha inh: -2; GLP1R cytotox: 36%[activator]; DRD3 antagonist: -83*; IL2 activator: -3.7; GLP-1R agonist: 0%; WRN inhibitor: -27%; PLK1 PBD inh: 9.5µM*

Results for O=c1[nH]c2cc3c(cc2cc1CN(CCCO)C(=S)NCc1ccco1)OCO3 ?
DRD3 agonist: 0; GLP-1R inv ag: 18%; PI5P4K alpha inh: -22; GLP1R cytotox: 2%; DRD3 antagonist: -2; IL2 activator: 1.7; GLP-1R agonist: -11%; WRN inhibitor: -12%; PLK1 PBD inh: inconclusive

Results for CSCCC(NC(=O)COc1ccccc1)C(=O)OCc1ccc(Cl)cc1 (stereo not drawn) ?
DRD3 agonist: -7; GLP-1R inv ag: -28%; PI5P4K alpha inh: 8; GLP1R cytotox: -19%; DRD3 antagonist: -17; IL2 activator: -4.8; GLP-1R agonist: 3%; WRN inhibitor: -7%; PLK1 PBD inh: 3%

Results for O=C1[C@@H](Oc2ccccc2)[C@@H](c2cnc3ccccc3c2)N1c1ccccc1 ?
DRD3 agonist: -11; GLP-1R inv ag: inconclusive; PI5P4K alpha inh: 3; GLP1R cytotox: inconclusive; DRD3 antagonist: 40; IL2 activator: -0.8; GLP-1R agonist: 11%; WRN inhibitor: -8%; PLK1 PBD inh: 4%

What do the screens show for `COc1ccccc1NC(=O)c1ccc(CN(c2cc(Cl)ccc2C)S(=O)(=O)c2ccccc2)cc1`?
DRD3 agonist: -7; GLP-1R inv ag: 0%; PI5P4K alpha inh: 2; GLP1R cytotox: 0%; DRD3 antagonist: -4; IL2 activator: 0.4; GLP-1R agonist: -18%; WRN inhibitor: 4%; PLK1 PBD inh: -6%

What do the screens show for `FC(F)C(F)(F)Oc1cccc(Nc2nccn3c(-c4cccc5ccccc45)cnc23)c1`?
DRD3 agonist: -4; GLP-1R inv ag: inconclusive; PI5P4K alpha inh: 15; GLP1R cytotox: -19%; DRD3 antagonist: 2; IL2 activator: -0.7; GLP-1R agonist: -4%; WRN inhibitor: 2%; PLK1 PBD inh: 2%

How did Cc1cccc(CCNC(=O)CCc2c(C)nc3ncnn3c2C)c1 do in these assays?
DRD3 agonist: -3&3; GLP-1R inv ag: 10%&34%; PI5P4K alpha inh: 3; GLP1R cytotox: 2%&1%; DRD3 antagonist: 4; IL2 activator: 1.2; GLP-1R agonist: 0%&1%; WRN inhibitor: -8%; PLK1 PBD inh: -3%

Results for CCNc1nc(OC)nc(Oc2ccc(C(=O)OC)cc2)n1 ?
DRD3 agonist: -13; GLP-1R inv ag: 12%; PI5P4K alpha inh: 1; GLP1R cytotox: -6%; DRD3 antagonist: 15; IL2 activator: 1.0; GLP-1R agonist: 23%; WRN inhibitor: -18%[57.1 µM]; PLK1 PBD inh: 0%

What do the screens show for `Cc1cc(-c2sccc2C)nc(-n2cccc2)n1`?
DRD3 agonist: -2; GLP-1R inv ag: -31%; GLP1R cytotox: -1%; DRD3 antagonist: 42; IL2 activator: 3.7; GLP-1R agonist: 7%; WRN inhibitor: 6%; PLK1 PBD inh: -1%

Results for CCOC(=O)N1CCN(C(=O)CSc2ccc(-c3ccc(OC)c(OC)c3)nn2)CC1 ?
DRD3 agonist: 8; GLP-1R inv ag: 60%[activator][7.66 µM]; PI5P4K alpha inh: 0; GLP1R cytotox: 12%[7.66 µM]; DRD3 antagonist: 9; IL2 activator: 0.9; GLP-1R agonist: 13%; WRN inhibitor: 0%; PLK1 PBD inh: 5%

What do the screens show for `Cn1c(N)c(C(=O)COC(=O)C2CCCC2)c(=O)n(C)c1=O`?
DRD3 agonist: 4; GLP-1R inv ag: 20%; PI5P4K alpha inh: 0; GLP1R cytotox: 9%; DRD3 antagonist: 16; IL2 activator: -1.3; GLP-1R agonist: 5%; WRN inhibitor: 10%; PLK1 PBD inh: -2%

Results for CN(C)[C@@H](CO)c1nnc([C@H](CC(=O)O)NC(=O)C2CCNCC2)o1 ?
DRD3 agonist: 3; GLP-1R inv ag: 8%; PI5P4K alpha inh: -4; GLP1R cytotox: -23%; DRD3 antagonist: 4; IL2 activator: 0.3; GLP-1R agonist: -3%; WRN inhibitor: 9%; PLK1 PBD inh: 1%

What do the screens show for `Cc1cc(C)nc(N/N=C/c2ccc3c(c2)OCCO3)n1`?
DRD3 agonist: -3; GLP-1R inv ag: 42%[activator]; PI5P4K alpha inh: -3; GLP1R cytotox: -4%; DRD3 antagonist: -5; IL2 activator: 0.1; GLP-1R agonist: 22%; WRN inhibitor: -18%; PLK1 PBD inh: -3%

Results for COc1ccc(NC(=O)c2cc(-c3cc(Cl)ccc3C)n[nH]2)c(OC)c1 ?
DRD3 agonist: 3; GLP-1R inv ag: inconclusive; PI5P4K alpha inh: 2; GLP1R cytotox: -14%; DRD3 antagonist: 0; IL2 activator: -0.7; GLP-1R agonist: -1%; WRN inhibitor: -7%; PLK1 PBD inh: -4%

How did Cc1ccc(NC(=O)c2cc(F)c(F)cc2Cl)nc1 do in these assays?
DRD3 agonist: 1; GLP-1R inv ag: 15%; PI5P4K alpha inh: 1; GLP1R cytotox: -2%; DRD3 antagonist: -6; IL2 activator: -0.6; GLP-1R agonist: -2%; WRN inhibitor: -5%; PLK1 PBD inh: -7%

How did COc1ccc(C(=O)N2CCOC2CNC(=O)C(=O)NCc2ccc3c(c2)OCO3)cc1 (stereo not drawn) do in these assays?
DRD3 agonist: 3; GLP-1R inv ag: 5%[7.66 µM]; PI5P4K alpha inh: -17; GLP1R cytotox: -1%[7.66 µM]; DRD3 antagonist: 8; IL2 activator: 0.0; GLP-1R agonist: -1%; WRN inhibitor: -2%; PLK1 PBD inh: 0%

How did COc1ccc(C/C(O)=C(\C#N)c2nc3ccccc3[nH]2)cc1OC do in these assays?
DRD3 agonist: -17; GLP-1R inv ag: 5%; PI5P4K alpha inh: -2; GLP1R cytotox: 1%; DRD3 antagonist: 17; IL2 activator: 0.0; GLP-1R agonist: 20%; WRN inhibitor: -10%; PLK1 PBD inh: -7%

What do the screens show for `Nn1c(COc2ccccc2)nnc1SCC(=O)O`?
DRD3 agonist: 0; GLP-1R inv ag: 5%; PI5P4K alpha inh: -1; GLP1R cytotox: 69%[activator]; DRD3 antagonist: -13; IL2 activator: 0.7; GLP-1R agonist: 0%; WRN inhibitor: -4%; PLK1 PBD inh: -5%

How did CCCc1nc(SCC(=O)N2CCC(C)CC2)c2c(=O)n(C)c(=O)n(C)c2n1 do in these assays?
DRD3 agonist: 4; GLP-1R inv ag: inconclusive; PI5P4K alpha inh: 0; GLP1R cytotox: -14%; DRD3 antagonist: 113; IL2 activator: -0.6; GLP-1R agonist: 9%; WRN inhibitor: -1%; PLK1 PBD inh: -17%

Source: PubChem
